Source: PubChem BioAssay
M5 ag – agonists of human muscarinic M5 receptor (CHRM5) | activation, % at 3 µM | CHO-K1 hM5 cells, Fluo-8 calcium fluorescence; 0% DMSO wells, 100% maximal acetylcholine response | P08912 | hit rate 0.19% among 360,000 | AID 624037;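 active = activation above the run's mean over test compounds plus 3 SD, cut at about 23% in these data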;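 note: signal is peak over basal fluorescence ratio across the kinetic read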
Target sequence (P08912 whole entry, looked up): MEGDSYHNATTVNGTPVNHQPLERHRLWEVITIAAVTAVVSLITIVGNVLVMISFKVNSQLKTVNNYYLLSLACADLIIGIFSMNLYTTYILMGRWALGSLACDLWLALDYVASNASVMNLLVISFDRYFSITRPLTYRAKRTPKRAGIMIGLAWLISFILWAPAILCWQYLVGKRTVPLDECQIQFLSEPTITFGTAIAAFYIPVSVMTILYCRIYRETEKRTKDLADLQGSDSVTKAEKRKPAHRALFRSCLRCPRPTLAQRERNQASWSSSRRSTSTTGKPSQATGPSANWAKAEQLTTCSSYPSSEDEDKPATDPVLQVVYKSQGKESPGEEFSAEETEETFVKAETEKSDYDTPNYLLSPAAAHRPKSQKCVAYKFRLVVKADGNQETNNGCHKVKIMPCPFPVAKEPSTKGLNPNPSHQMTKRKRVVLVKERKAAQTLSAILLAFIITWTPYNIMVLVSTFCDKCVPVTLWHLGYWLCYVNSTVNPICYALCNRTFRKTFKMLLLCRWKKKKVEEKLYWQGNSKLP
M4 ag – CHRM4 agonism in calcium assay; hit rate 0.14% among 360,000; P08173; CHO-K1 hM4/Gqi5, Fluo-8 calcium fluorescence; vehicle 0%, full acetylcholine response 100%; activation, % at 3 µM;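 active = activation above the run mean over all test wells plus 3 SD, cut at about 32% in these data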;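 note: peak over basal fluorescence ratio per well then scaled between controls; 0% = DMSO wells and 100% = acetylcholine at EC100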
Target sequence (P08173 whole entry, looked up): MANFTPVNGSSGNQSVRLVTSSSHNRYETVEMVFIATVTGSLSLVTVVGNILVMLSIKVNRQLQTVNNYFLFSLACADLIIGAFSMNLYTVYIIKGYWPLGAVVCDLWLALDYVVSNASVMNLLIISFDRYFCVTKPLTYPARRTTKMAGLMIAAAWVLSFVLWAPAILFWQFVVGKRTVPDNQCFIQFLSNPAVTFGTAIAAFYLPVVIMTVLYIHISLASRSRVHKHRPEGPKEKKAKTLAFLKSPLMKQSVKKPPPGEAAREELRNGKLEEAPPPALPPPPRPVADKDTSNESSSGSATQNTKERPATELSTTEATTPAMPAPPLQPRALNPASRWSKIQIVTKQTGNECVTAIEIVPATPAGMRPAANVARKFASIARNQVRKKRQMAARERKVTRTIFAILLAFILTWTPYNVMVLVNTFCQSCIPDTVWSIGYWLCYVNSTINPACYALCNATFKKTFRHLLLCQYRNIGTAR
M4 antag – CHRM4 antagonism in calcium assay | CHO-hM4 cells, ACh EC80, Fluo-8 calcium fluorescence | inhibition, % at 3 µM | hit rate 0.73% among 360,000 | AID 624125;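 active = inhibition above its plate's cutoff, the mean inhibition of sample wells plus 3 SD, cut at about 27% in these data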;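 note: 0% = acetylcholine EC80 with DMSO and 100% = DMSO without agonist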
M4 PAM – CHRM4 positive allosteric modulation; P08173; CHO-K1 hM4/Gqi5, Fluo-8 calcium fluorescence, ACh EC20; 0% = ACh EC20, 100% = maximal ACh; activation, % at 3 µM; hit rate 0.4% among 360,000;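 active = activation above its plate's cutoff, the mean activation of sample wells plus 3 SD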; note: some results filed as inactive read as strong as hits
CHO-K1 Ca ag – nonselective activator or artifact in parental CHO-K1 cells; Fluo-8 calcium fluorescence; scaled to maximal ATP response, vehicle zero; activation, % at 3 µM; hit rate 0.48% among 360,000; in the data active = activation above about 15%;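 note: untransfected CHO-K1 host cells lacking M1 receptor as counterscreen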
CHO-K1 Ca PAM – M1 PAM counterscreen hit in parental CHO-K1 cells. AID 602247. ATP EC20, Fluo-8 calcium fluorescence; 0% at ATP EC20, 100% at ATP max. activation, % at 3 µM. hit rate 0.02% among 360,000;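 active = activation above the run cutoff, the mean activation of all test compounds plus 3 SD, cut at about 40% in these data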;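 note: peak over basal fluorescence ratio in a 140 s read after ATP addition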
M5 antag – CHRM5 antagonism in calcium assay | P08912 | CHO-hM5 cells, Fluo-8 calcium fluorescence, ACh EC80 | inhibition, % at 3 µM | hit rate 0.59% among 360,000 | AID 624040;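 active = inhibition above a per-plate cutoff, the mean of that plate's test compounds plus 3 SD, cut at about 27% in these data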;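 note: 0% = acetylcholine EC80 with DMSO and 100% = DMSO without agonist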
CHO-K1 Ca antag – M1 antagonist counterscreen hit in parental CHO-K1 cells; ATP-induced calcium, Fluo-8 fluorescence; inhibition, % at 3 µM; hit rate 0.6% among 360,000; AID 602250;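 active = inhibition above a per-plate cutoff, the plate's mean sample inhibition plus 3 SD, cut at about 24% in these data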;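 note: 0% = DMSO plus EC80 ATP and 100% = DMSO alone without ATP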
CHRM5 PAM – potentiates acetylcholine response at human M5 receptor; AID 624038; CHO-K1 hM5, Fluo-8 calcium, ACh EC20 PAM; 0% = ACh EC20, 100% = ACh EC100; P08912; activation, % at 3 µM; hit rate 0.3% among 360,000;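 active = activation above the run cutoff, the mean activation of all test compounds plus 3 SD, cut at about 18% in these data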
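system = human M5 receptor in CHO-K1 cells | compound = one concentration, 3 µM final (nominal) | schedule = Post-acetylcholine fluorescence recording 140 s | signal = Fluo-8 calcium dye fluorescence, kinetic read | benchmarks = low control EC20 acetylcholine (0%), high control EC100 acetylcholine (100%) | repeats = singlicate, one well per test compound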
Numbers without * were called inactive; . = not tested or not shown.

SMILES	M5 ag	M4 ag	M4 antag	M4 PAM	CHO-K1 Ca ag	CHO-K1 Ca PAM	M5 antag	CHO-K1 Ca antag	CHRM5 PAM
Cc1ccc(N/N=C2\CCS(=O)(=O)c3sccc32)cc1	-1	0	2	0	0.1	5	-4	-2	8
CCCCn1nc2cc(C(=O)NCc3cc(C(F)(F)F)cc(C(F)(F)F)c3)ccc2c1OCC	0	1	1	9	-0.1	10	-4	-4	11
Cc1cccc(NS(=O)(=O)c2csc(C(N)=O)c2)c1C	2	3	3	-3	2.2	13	1	-4	3
Cc1ccc(S(=O)(=O)N(C)c2ccc(OC(=O)c3cc(=O)[nH]c4ccccc34)cc2)cc1	4	3	7	-1	0.2	-1	-5	-8	-9
Cc1ccc2nc(-c3ccc(SCC(=O)Nc4ccc5c(c4)OCCO5)nc3)[nH]c2c1	-4	6	2	-14	2.5	19	3	-8	-11
CCCCCC(=O)O/N=C(\C)c1ccn(S(=O)(=O)c2ccccc2)c1	-4	1	2	-5	1.4	3	5	-8	2
COc1cc(-c2nc(C)c(C(C)=O)n2O)ccc1OCC(=O)Nc1ccc(Cl)cc1	-3	2	-10	6	1.1	15	4	-11	2
CCCCn1c(=O)c(CCC(=O)OCC(=O)NC(=O)NCCC(C)C)nc2ccccc21	3	0	6	-6	0.0	1	4	-6	7
CC(C)[C@H](NC(=O)c1ccccc1F)C(=O)Nc1cccc(S(=O)(=O)N2CCOCC2)c1	-1	1	-3	-4	0.6	18	3	-14	-2
O=C(COc1cccc(-n2cnnn2)c1)NCCC1=CCCCC1	-10	1	2	-2	0.9	0	-1	-8	-8
CCCc1nc2ccc(C(=O)OC)cn2c1Cc1cccc(F)c1	-8	-1	-3	6	-0.2	1	8	6	-1
COc1cc(C2c3c(-c4ccccc4)n[nH]c3C(=O)N2c2ccccc2)ccc1O (stereo unspecified)	5	10	5	3	4.7	6	4	-9	-1
CCCNC(=O)C1(C)CCCN(Cc2ccc(C#N)cc2)C1 (stereo unspecified)	0	1	-6	7	-0.3	10	14	-2	3
O=C1NC[C@H](Cc2ccccc2)N(C[C@@H]2CCCN2C[C@H](Cc2ccccc2)N2C[C@H](Cc3ccccc3)N(CC3CCCCC3)C(=O)C2=O)C1=O	-1	0	-3	-1	0.0	2	3	6	1
CC(=O)c1ccc(NC(=O)COC(=O)c2c[nH]c3ccccc23)cc1	5	8	7	-1	7.1	12	-3	-3	-10
COc1ccc(CCN2C(=O)CC(NNC(=O)c3ccccc3Br)C2=O)cc1 (stereo unspecified)	0	1	-13	11	2.1	19	0	-1	0
Cc1cccc(C)c1NC(=O)C(c1ccccc1F)n1c(=O)c(-c2ccco2)nc2ccccc21 (stereo unspecified)	4	1	-11	5	.	.	3	.	-2
Cc1ccc(Sc2cnn(-c3ccccc3)c(=O)c2Cl)cc1	-6	-1	-19	1	-0.4	16	9	-17	-9
CC(=O)c1ccc(Sc2nnnn2-c2ccccc2)c([N+](=O)[O-])c1	-7	1	-1	3	2.0	21	10	-11	-5
COc1cc(-c2cc3nc(NCCOc4ccccc4)ccn3n2)cc(OC)c1OC	2	14	4	-8	5.3	18	1	-14	-10

One compound at a time, as listed above. Screens in order: M5 ag | M4 ag | M4 antag | M4 PAM | CHO-K1 Ca ag | CHO-K1 Ca PAM | M5 antag | CHO-K1 Ca antag | CHRM5 PAM
Entry for O=C1NC[C@H](Cc2ccccc2)N(C[C@@H]2CCCN2C[C@H](Cc2ccccc2)N2C[C@H](Cc3ccccc3)N(CC3CCCCC3)C(=O)C2=O)C1=O : -1 | 0 | -3 | -1 | 0.0 | 2 | 3 | 6 | 1
Entry for CCCCn1nc2cc(C(=O)NCc3cc(C(F)(F)F)cc(C(F)(F)F)c3)ccc2c1OCC : 0 | 1 | 1 | 9 | -0.1 | 10 | -4 | -4 | 11
Entry for CCCCn1c(=O)c(CCC(=O)OCC(=O)NC(=O)NCCC(C)C)nc2ccccc21 : 3 | 0 | 6 | -6 | 0.0 | 1 | 4 | -6 | 7
Entry for Cc1ccc(Sc2cnn(-c3ccccc3)c(=O)c2Cl)cc1 : -6 | -1 | -19 | 1 | -0.4 | 16 | 9 | -17 | -9
Entry for Cc1ccc(N/N=C2\CCS(=O)(=O)c3sccc32)cc1 : -1 | 0 | 2 | 0 | 0.1 | 5 | -4 | -2 | 8

The results go on:
SMILES	M5 ag	M4 ag	M4 antag	M4 PAM	CHO-K1 Ca ag	CHO-K1 Ca PAM	M5 antag	CHO-K1 Ca antag	CHRM5 PAM
COc1ccccc1/C=C1\SC(=S)N(CCC(=O)N2CCN(C)CC2)C1=O	-5	4	-6	-6	0.1	9	15	-7	-2
CCOc1ccccc1NC(=S)N1C2CCC1CC(NC(=O)NC13CC4CC(CC(C4)C1)C3)C2 (stereo unspecified)	-5	2	-12	7	0.0	-2	-4	-18	6
O=C(c1cccc(F)c1)N1CCN(c2cccc(C(F)(F)F)c2)CC1	-10	2	3	1	1.3	20	7	-18	-7
COc1ccc(N2CCN(C(=O)[C@@H](NC(=O)c3cc(OC)cc(OC)c3)C(C)C)CC2)cc1	-2	2	-13	-1	-0.4	1	5	-6	2
CNc1nc(Oc2ccc(=O)n(C)n2)nc(N2CCOCC2)n1	-1	0	13	-4	3.9	12	-3	10	5
CCCc1cc(=O)oc2cc(C)cc(OCC(=O)NCCCn3ccnc3)c12	-11	1	-15	6	0.5	11	11	-13	-5
Cn1c(COc2ccccc2)nnc1SCC(=O)NNC(=O)C1CCCCC1	1	0	-24	3	0.4	5	4	-18	-3
CC(C)N1CCN(Cc2ccsc2)CC1CCO (stereo unspecified)	-6	0	-5	-2	0.0	3	8	-4	0
O=C(CSCc1nc2ccccc2[nH]1)N1CCN(c2ccc(F)cc2)CC1	-5	8	-14	-1	5.1	14	1	0	-12
CCNC(=O)N1CCC(n2nccc2NC(=O)CCOc2ccccc2)CC1	-2	0	-11	4	1.1	8	-12	-19	6
C=CCn1c(COc2cccc3ccc(C)nc23)nnc1SCC(=O)OC	5	5	-7	2	1.1	14	0	6	-3
COc1ccccc1CN(CC(=O)NCC1CCCO1)C(=O)CNS(=O)(=O)c1ccc(C)cc1 (stereo unspecified)	-5	1	2	1	0.5	21	-7	-10	2
Cc1onc(-c2c(Cl)cccc2Cl)c1-c1nc2cc(Cl)ccc2c(=O)o1	-2	1	-6	6	-0.3	2	-12	1	3
Cc1cc(C)n2cc(CSc3nc4cc(Cl)ccc4o3)nc2n1	-2	1	-5	-2	-0.6	2	1	14	-6
CCN(CC)CCCNC(=O)c1cn(C)c2ccc(S(=O)(=O)N(C)C)cc2c1=O	-3	1	12	-4	0.1	-10	0	12	-3
O=C(c1[nH]ncc1[N+](=O)[O-])N1CCOCC1	-3	-1	6	-4	-0.3	10	14	10	-2
Cc1ccc(NC(=S)N2CCOCC2)cc1	1	1	-5	4	-0.2	13	0	-9	0
C=CCn1c(COc2ccccc2F)nnc1SCC(=O)NC(=O)NCc1ccco1	3	1	3	-2	0.4	25	-5	-13	-1
COc1ccc(N2C(N)=C(C#N)C(c3ccsc3)C3=C2CCCC3=O)c(OC)c1 (stereo unspecified)	-3	1	1	3	1.1	15	4	-2	0
COc1ccc(C(=O)c2ccc(N(C)C)cc2)c2ccccc12	-1	0	-5	-3	-0.4	9	2	-5	-6
COc1ccc(CCn2c(SCC(=O)Nc3cc(C)on3)nc3ccsc3c2=O)cc1OC	0	1	6	4	1.1	-13	7	-5	-4
O=C(NCc1cccc(Cl)c1)c1ccco1	-2	0	-2	12	0.8	20	5	-8	3
CCC(C)C(=O)Nc1ncc2c(n1)CC(c1cccs1)CC2=O (stereo unspecified)	0	1	-1	-1	0.5	14	-8	3	4
CCCCOCCOCCOCCCC	0	1	-6	3	0.0	4	5	6	-2
COCCCNC(=O)c1ccc(CS(=O)(=O)c2ccccc2C)o1	-5	1	-5	1	0.7	12	8	-11	1
O=C(Nc1ccccc1C(=O)NC1CC1)c1ccccc1F	-4	2	-13	12	0.3	24	3	-8	-1
CCOCCCN1CN(Cc2ccco2)CNC1=S	-1	0	-11	2	0.5	16	4	-12	8
CN1C(=O)NC2C1N(S(C)(=O)=O)CCN2S(C)(=O)=O (stereo unspecified)	2	1	0	2	-0.2	15	4	-11	-4
COc1ccc(C2CC(c3ccccc3)=NN2C(=O)CSc2nnnn2-c2cccc(C)c2)cc1 (stereo unspecified)	0	0	-7	3	0.1	-5	2	-11	-1
CS/C(N)=N/C(=S)Nc1cccc(Cl)c1	-2	0	-6	-2	0.8	21	7	-11	-2
COc1ccc(C)cc1S(=O)(=O)N(C)CC(=O)N1CCC(C(N)=O)CC1	-2	1	-8	-1	-0.1	21	-6	-8	16
O=[N+]([O-])c1cccc(S(=O)(=O)Nc2ccc(S(=O)(=O)Nc3nccs3)cc2)c1	-4	2	3	-2	0.0	18	3	-7	-3
FC(F)C(F)(F)Oc1cccc(Nc2nccn3c(-c4cc(C(F)(F)F)cc(C(F)(F)F)c4)cnc23)c1	0	0	-5	6	0.3	-16	0	4	-1
N#Cc1ccc(C(=O)Nc2cc(-c3ccc(F)cc3)nn2-c2ccccc2)cc1	0	2	1	6	0.9	-9	4	6	-3
Cc1nc2scc(C)n2c(=O)c1S(=O)(=O)Nc1ccc(OC(F)(F)F)cc1	0	15	6	1	9.1	11	11	-4	-6
Cc1[nH]c2ccccc2c1C(Nc1nccs1)c1ccncc1 (stereo unspecified)	-3	1	3	4	0.7	7	-1	8	-1
NC(=O)c1nn(-c2ccccc2)c(=O)cc1O	-3	0	-4	15	-0.4	15	-1	-7	10
COc1ccc(C(=O)C[n+]2cccc(C)c2)cc1	-1	0	11	1	-0.3	14	-8	-4	2
CCOC(=O)C1CCN(C(=O)C2(NC(=O)Nc3ccc(F)cc3F)CCCCC2)CC1	-4	2	14	2	3.8	28	12	-22	0
C=CCN1C(=O)c2ccc(C(=O)N(CC)CC(=O)Nc3cc(Cl)ccc3C)cc2C1=O	2	1	1	0	0.9	-16	9	-2	2
COCCCn1c(C)nnc1SCC(=O)NNC(=O)COc1ccc(Cl)cc1	-2	1	-13	9	0.5	14	7	-13	4
CN(CCc1ccccn1)Cc1ccc(Cl)cc1	-7	1	2	-11	1.9	8	0	-8	-4
O=C(NCCCN1CCOCC1)C(=O)NCC1OCCN1S(=O)(=O)c1cc(F)ccc1F (stereo unspecified)	-2	1	-5	-3	4.1	2	-1	9	-4
Cc1c(NC(=O)CN2c3ccccc3CC2C)c(=O)n(-c2ccccc2)n1C (stereo unspecified)	-3	19	-11	-18	7.0	-6	19	-14	-19
Cc1c(Cl)cccc1NS(=O)(=O)c1ccc(-c2ccc(=O)[nH]n2)o1	-3	1	-4	1	0.2	-12	8	12	1
O=C(Nc1cc(Cl)ccc1N1CCOCC1)c1ccc(Br)o1	-4	1	-6	1	0.8	1	-7	1	2
Cc1ccc(C(=O)OCC(=O)NCc2ccc3c(c2)OCO3)cc1S(=O)(=O)N1CCOCC1	-1	3	-2	-3	-0.3	5	4	-5	-5
COc1ccc(-c2csc(NC(=S)NC(=O)/C=C/c3ccco3)n2)cc1Br	1	0	5	-3	-0.2	1	0	-1	5
COc1ccc(CCN2C(=O)C(C)=C(C)C2=O)cc1OC	0	1	-3	0	1.5	17	1	-12	-1
CN(C)S(=O)(=O)Nc1ccc(Oc2ccccc2)cc1	-2	2	1	-10	13	6	1	20	-1
CC(C)NC(=O)c1ccc(N(Cc2ccc(Cl)cc2)S(C)(=O)=O)cc1	3	2	2	-4	2.4	11	16	4	-4
Cn1c2ccccc2c(=O)c2c(=O)n(-c3ccc(F)cc3)c(-c3cccs3)nc21	-7	0	-7	-5	0.2	24	17	-13	-7
